# Screening data as filed in PubChem.
# TGFb SMAD3 inh = blocks TGF-b signaling; Potency, µM (doses to about 46.1 µM), for the others: top-dose activity, negative = inhibition, actives largely listed as inhibitors; 410,000 compounds, 1.2% hits; HepG2 CAGA-GFP TGF-b/SMAD3 reporter, GFP fluorescence, 18 h; TGF-beta stimulated, 500 pg/mL final; also: potency is read from the fitted curve at half-maximal effect; % is scaled to controls: 0 for no effect and ±100 for the full control effect; nearly all actives have a fitted effect of over 65% in size
#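 HEPG2 CAGA-GFP, 1000 cells/well; 2 h settle, 37 C; cpd via pin tool; TGF-b 500 pg/mL final; 18 h, 37 C; GFP imaging ex488/em500-530; %Activity normalised to -TGF-b and +DMSO controls; CRC fit, curve class.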
# Nrf2 ARE act = activators of Nrf2 (ARE) signaling; 410,000 compounds, 0.31% hits; Potency, µM (top dose mostly 46.1 µM), inactives show at the top dose activation, hits mostly activators; AREc32 ARE-luciferase reporter (MCF7-derived line), luminescence, 24 h; also: potency is read from the fitted curve at half-maximal effect; % of control where 0% means no effect; nearly all actives have a fitted effect of over 65% in size
#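 For detection, Steady-Glo was added and plates sat 30 min at RT; before that, AREc32_Fluc cells grown overnight in OPTI-MEM/5% FBS had been treated with 23 nL compound for 24 hr at 37 deg C.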
# ATXN viability = viability counter-screen for ATXN expression inhibitors | S2 cells (HEK-293 line with an ATXN2-luciferase reporter) viability, CellTiter-Fluor protease fluorescence, 24 h | Potency, µM (series often up to 56.7 µM), actives largely listed as cytotoxic | 400,000 compounds, 0.49% hits | AID 651635; also: potency is read from the fitted curve at half-maximal effect; nearly all actives have a fitted effect of over 40% in size
# Nrf2 inh = Nrf2 pathway inhibition; 360,000 compounds, 2.1% hits; A549 ARE-Fluc reporter, luciferase luminescence, 18-24 h; Potency, µM (series often up to 46 µM), for the others: at the highest dose activity change, negative = inhibition, actives largely listed as inhibitors; also: potency is read from the fitted curve at half-maximal effect; % is scaled to controls: 0 for no effect and ±100 for the full control effect; nearly all actives have a fitted effect of over 60% in size
#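 A549 ARE_Fluc cells (5000/well, 5% FBS OPTI-MEM) pre-incubated 2 h, then treated with compounds 18-24 h at 37C/5% CO2 in concentration-response. CellTiter-Fluor viability read first; BugLite luciferase luminescence after 15 min at room temperature gives Nrf2 activity.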
# Akt phos inh = blocks phosphorylation of Akt; Neuro2A IGF-stimulated pAkt S473 HTRF, 20 min; active compounds read low; activity change, % for hits at 50 µM; 360,000 compounds, 0.32% hits; AID 651550; in the data active = activity change below about -80%; inconclusive = mostly about -51% to -80%; also: % is scaled to controls: 0 for no effect and ±100 for the full control effect
#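 Neuro2A cells (4,500/well, DMEM with 0.5% FBS) were treated with compound at a single 50 µM final concentration, stimulated with 6 nM IGF for 20 min at 37 °C, and lysed. Phospho-Akt Ser473 was read by HTRF as 665/615 ratio ×10^4.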
# HepG2 tox = counter-screen for TGF-b inhibitors: cytotoxicity in HepG2 cells; 410,000 compounds, 0.76% hits; Potency, µM (top dose mostly 46.1 µM), for the others: at the highest dose activity change, negative = cytotoxicity, most hits filed as cytotoxic; HepG2 CAGA-GFP viability, ATP luminescence, 18 h; also: potency is read from the fitted curve at half-maximal effect; some results filed as inactive show a strong effect at the top dose
#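 HepG2 CAGA-GFP cells (1000/well, DMEM with 1% FBS) received compound, then TGF-beta at 500 pg/mL final, and were incubated 18 hours at 37 degrees C. Viability was read by CellTiter-Glo luminescence. Media-only wells were set as complete cell-killing and DMSO as no toxicity.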
# A549 tox = counter-screen for Nrf2 inhibitors: cytotoxicity in A549 cells; A549 ARE-Fluc cells, CellTiter-Fluor viability, 18-24 h; Potency, µM (titrated, usually from 46 µM), for inactives: at the highest dose activity change, negative = cytotoxicity, actives largely listed as inhibitors; 390,000 compounds, 0.16% hits; also: potency is read from the fitted curve at half-maximal effect; % is scaled to controls: 0 for no effect and ±100 for the full control effect
#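 A549 ARE-Fluc cells in 5% FBS OPTI-MEM, 5000 cells/well, rested 2 h then exposed to compounds in concentration-response for 18-24 h at 37 °C. Viability by CellTiter-Fluor fluorescence (Ex 405/Em 525) after 30 min; luciferase luminescence (BugLite, 15 min, RT) read afterwards.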
# Mm-Cpn inhibitor = M. maripaludis TRiC chaperonin inhibition; purified Mm-Cpn ATPase, ADP Transcreener TR-FRET; Potency, µM (titrated, usually from 76.9 µM), for the others: top-dose activity, negative = inhibition, most hits filed as inhibitors; 330,000 compounds, 0.031% hits; also: potency is read from the fitted curve at half-maximal effect; % is scaled to controls: 0 for no effect and ±100 for the full control effect; nearly all actives have a fitted effect of over 80% in size
#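 25 nM Mm-CPN + cpd, 10 min 37°C; + 10 uM ATP, 30 min 37°C; buffer 30 mM Tris pH 7.4, 100 mM KCl, 5 mM MgCl2, 1 mM DTT; Transcreener ADP HTRF detection 30 min RT.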
# CCT modulator = changes cytosolic chaperonin activity. AID 651819. 360,000 compounds, 0.3% hits. activity change, % (test concentration not listed), hits read low. purified chaperonin ATPase assay, HTRF ADP detection, 30 min; in the data active = activity change below about -30%; also: % is scaled to controls: 0 for no effect and ±100 for the full control effect
#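 ATPase activity: ADP formed was measured by HTRF Transcreener (665/615 nm ratio) after 30 min at 37 deg C with 10 uM ATP. Compounds screened at one 76 uM concentration against 40 or 20 nM TRiC in Tris pH 7.4/KCl/MgCl2/DTT buffer.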
# Starred values were filed as active, the others as inactive; i = inactive; u = inconclusive; x = no result given; [ ] = another dose, or the depositor's remark. Unless noted, calls follow the shape of the dose curve; as a rule, active = well fitted curve in the direction sought with a large enough effect; inconclusive = small, poorly fitted or top-dose-only effect, or another doubt; inactive = no such curve, though single readings can be large; an effect the other way counts as inactive or inconclusive.
SMILES,TGFb SMAD3 inh,Nrf2 ARE act,ATXN viability,Nrf2 inh,Akt phos inh,HepG2 tox,A549 tox,Mm-Cpn inhibitor,CCT modulator
CCOC(=O)c1ccc(NC(=O)NCc2ccccc2OC)cc1,-6%,0.0%,i,-10%,i,4%,0%,2%,1.1
CCOc1ccc(-c2nc(CSc3nnc(C)s3)cs2)cc1OC,0%,5.3%,i,x,i,2%,-16%,-10%,-7.8
CCn1c(=O)cc(SCC(=O)Nc2ccc(C)cn2)c2ccccc21,u,4.7%,u,u,i,-43%,-10%,0%,-1.6
Cc1cccc(/C(N)=N/OC(=O)CCCc2ccccc2)c1,2%,-0.1%,i,13%,i,2%,-1%,1%,-3.4
O=C(CCCNS(=O)(=O)c1ccc(F)cc1)Nc1ccc(F)cc1,3%,0.1%,i,9%,i,8%,5%,-1%,0.1
CSc1cccc(NC(=O)C2CCN(S(=O)(=O)c3ccc4[nH]c(=O)ccc4c3)CC2)c1,7%,0.0%,i,x,x,2%,0%,x,x
Nc1nnc(-c2ccccc2[N+](=O)[O-])o1,-2%,-1.3%,u,2%,i,-2%,-1%,2%,1.2
COc1cc(OC)c(NC(=O)c2cc(C)nc3c2c(C)nn3-c2ccc(C)cc2)cc1Cl,-1%,11%,i,u,x,7%,-3%,x,x
Cc1ncc(CO)c2c1Oc1nc(-c3ccccc3Cl)nc(SCc3ccccc3F)c1C2,-20%,3.8%,i,5%,x,-5%,-3%,x,x
Cc1cccc(CSc2ccc(S(=O)(=O)N3CCCC3)cn2)c1,u,1.5%,i,-15%,i,-21%,8%,1%,-1.1
CC(=O)c1cccc(NC(=O)Nc2cccnc2)c1,-3%,-0.6%,i,u,i,-17%,-9%,0%,-0.1
COc1ccc(NC(=O)C(NC(=O)Cc2cccs2)c2ccc(OC)cc2)cc1 (stereo unspecified),0%,-0.4%,i,9%[9.27 µM],x,-8%,2%,x,x
CC(C)(O)CC[C@@H](O)[C@](C)(O)[C@H]1CC[C@@]2(O)C3=CC(=O)[C@@H]4C[C@@H](O)[C@@H](O)C[C@]4(C)[C@H]3CC[C@]12C,10%,-1.3%,i,3%,i,6%,1%,1%,-0.5
O=c1[nH][nH]c2c1[C@H](CCc1cccc(Cl)c1)O[C@H](CCc1ccccc1)C2,x,-1.1%,i,x,i,x,x,x,-1.6
Cc1ccc(CCNC(=O)C2CCCN(S(=O)(=O)c3cccc4nsnc34)C2)cc1 (stereo unspecified),6%,-0.2%,i,1%,i,-2%,10%,3%,-3.8
O=C(c1ccccc1Sc1ccccc1[N+](=O)[O-])N1CCCCC1,-2%,-0.1%,i,u,i,-4%,-1%,4%,-8.3
O=C1c2ccccc2C(=O)N1CCCn1nnc(-c2ccc(N3CCOCC3)cc2)n1,32%[activator],-0.3%,i,5%,i,2%,-1%,1%,0.4
Cc1ccc(C)c(C(=O)COC(=O)c2cc(S(=O)(=O)N3CCOCC3)ccc2F)c1,16%,0.1%,i,x,i,-1%,x,x,-1.2
O=C(c1ccc(F)cc1)c1c[nH]c(C(=O)NCc2ccco2)c1,3%,5.7%,i,x,i,-16%,-7%,2%,-3.8
C=CCN(C(=O)c1ccccc1)c1ccc(OC)cc1,-1%,2.7%,i,5%,i,-1%,-19%,-1%,1.3
Cc1ccccc1C[n+]1cccc2ccccc21,0%,-1.1%,i,u,i,-1%,-4%,2%,-0.4
CC1CCN(CC(=O)Nc2ccc(S(=O)(=O)N3CCC(C)CC3)cc2)CC1,u,4.2%,i,-21%,i,-23%,8%,1%,0.1
CC(C)Oc1ccc(Cc2cnc(=S)[nH]c2N)cc1,3%,-0.6%,u,-19%,i,2%,-1%,1%,0.3
Cc1nc2ccn(Cc3ccco3)c(=O)c2cc1C(=O)N1CCN(c2ccccc2)CC1,2%,3.1%,x,-11%,x,-14%,0%,x,x
O=S(=O)(c1ccc(-c2cn3ccccc3n2)cc1)N1CCOCC1,0%,-0.1%,x,-14%,x,3%,-5%,1%,0.2
Cc1ccc(/C=N/n2c(C3CCCCC3)n[nH]c2=S)s1,-26%,2.0%,i,-3%,i,-1%,-1%,2%,0.4
CC(=O)N1C(=O)/C(=C2\SC(=S)N(NC(=O)c3ccc(O)cc3)C2=O)c2ccccc21,-8%,4.6%,i,21%,i,-17%,-2%,-1%,-0.9
CC(=O)Nc1ccc(S(=O)(=O)NCCC(=O)N2CCc3ccccc32)cc1,9%,-0.1%,i,1%,i,-33%,7%,2%,-1.3
Cc1cnc(C(=O)OCC(=O)Nc2cc(-c3cc(C)c(C)cc3C)nn2-c2ccccc2)cn1,0%,-0.4%,i,-3%,i,-7%,0%,0%,-2.7
Cc1cc(C(=O)N2CCC(C)(C(=O)NS(=O)(=O)C3CC3)C2)n(C(C)(C)C)n1 (stereo unspecified),u,-0.7%,i,x,i,-2%,x,x,-0.3

# Given bar-delimited: part of the list above.
Molecule | TGFb SMAD3 inh | Nrf2 ARE act | ATXN viability | Nrf2 inh | Akt phos inh | HepG2 tox | A549 tox | Mm-Cpn inhibitor | CCT modulator
CC(=O)N1C(=O)/C(=C2\SC(=S)N(NC(=O)c3ccc(O)cc3)C2=O)c2ccccc21 | -8% | 4.6% | i | 21% | i | -17% | -2% | -1% | -0.9
CC(=O)Nc1ccc(S(=O)(=O)NCCC(=O)N2CCc3ccccc32)cc1 | 9% | -0.1% | i | 1% | i | -33% | 7% | 2% | -1.3

# For reference, part of the list above:
SMILES,TGFb SMAD3 inh,Nrf2 ARE act,ATXN viability,Nrf2 inh,Akt phos inh,HepG2 tox,A549 tox,Mm-Cpn inhibitor,CCT modulator
Cc1nc2ccn(Cc3ccco3)c(=O)c2cc1C(=O)N1CCN(c2ccccc2)CC1,2%,3.1%,x,-11%,x,-14%,0%,x,x
O=S(=O)(c1ccc(-c2cn3ccccc3n2)cc1)N1CCOCC1,0%,-0.1%,x,-14%,x,3%,-5%,1%,0.2

# Other entries follow:
SMILES,TGFb SMAD3 inh,Nrf2 ARE act,ATXN viability,Nrf2 inh,Akt phos inh,HepG2 tox,A549 tox,Mm-Cpn inhibitor,CCT modulator
Cc1cc(NC(=O)c2ccc(F)c(S(=O)(=O)N3CCCCC3)c2)no1,-3%,-0.5%,i,-20%,i,-10%,0%,0%,0.1
CC1(c2ccccc2)NC(=O)N(CC(=O)NNC(=O)c2cccc(Cl)c2)C1=O (stereo unspecified),0%,-0.4%,i,7%,i,1%,2%,-2%,-0.7
O=C1CCc2cc(S(=O)(=O)N3CCC(C(=O)Nc4nccs4)CC3)ccc2N1,-23%,2.9%,i,u,i,3%,-1%,2%,1.2
COc1ccc(S(=O)(=O)N2CCC3(CC2)OCCN3S(=O)(=O)c2ccc(C)cc2)cc1OC,-26%,-0.2%,i,13%,i,-16%,0%,-1%,1.9
COc1ccccc1C(=O)NCCN1CCN(C(=O)c2ccccc2OC)CC1,-5%,0.2%,i,-9%,i,7%,-5%,-1%,-0.5
COc1cc(-c2cc(OC)c3c(C)oc(C)c3c(=O)c2)ccc1OC(=O)c1ccccc1Cl,u,2.7%,x,u,x,-3%,0%,x,x
Cc1ccccc1-c1noc(-c2ccc(O)cc2)n1,u,u,u,-17%,i,-67%,u,-3%,-6.0
CC(C)/C=N/NC(=O)c1cc(Br)ccc1O,u,3.2%,i,7%,i,-25%,9%,-6%,-2.3
CCOC(=O)c1ccccc1NC(=O)Cc1ccccc1OC,8%,-1.0%,i,7%,i,-10%,1%,-6%,-2.0
Cc1cc(C(=O)NNC(=O)c2cccc(N(C)C)c2)c(C)o1,-18%,-0.1%,i,-10%,i,8%,2%,3%,-2.0
CNC(=O)C(=O)NCC1OCCCN1S(=O)(=O)c1ccc(F)cc1C (stereo unspecified),0%,0.0%,i,-1%,i,0%,2%,0%,0.8
Cc1cc(C(=O)NNc2ccc(F)cc2F)no1,0%,-0.2%,u,-7%,i,-50%,-1%,-12%,-2.2
CS(=O)(=O)c1ccc(-c2nnn(CC(N)=O)n2)cc1,-22%,0.3%,u,-3%,i,-21%,0%,0%,-1.1
S=C(NCc1ccncc1)Nc1ccc(Cl)cc1Cl,0%,0.0%,i,u,i,-7%,2%,1%,-0.3
Cc1ccc(OCc2ccc(-c3nc(C#N)c(NCc4cccnc4)o3)o2)cc1,-27%,3.8%,u,u,x,-24%,-23%,x,x
COc1cccc(CN2C(=O)c3ccccc3C2C(=O)NCCc2ccc(OC)c(OC)c2)c1 (stereo unspecified),-37%,0.1%,x,x,x,1%,-2%,x,x
Cn1c(NCC2CCCCC2)nc2cc(-c3ccsc3)sc2c1=O,u,2µM*,i,x,x,-16%,x,x,-0.3
CCc1nc2ccc(C(=O)N(C)Cc3ccco3)cn2c1N(CC)Cc1cccc(Br)c1,u,0.3%,u,x,i,-20%,x,x,0.3
CCCCC1CCC(C(=O)N2CC(=O)Nc3ccc(Br)cc3C2c2ccc(F)cc2)CC1 (stereo unspecified),u,2.8%,i,4%[9.27 µM],x,-47%,-20%,x,x
Cc1ccc(NC(=O)NCCc2c(C)nn(C)c2C)cc1Cl,-1%,3.2%,i,x,x,-20%,7%,x,x
COc1cc(/C=C2\SC(=Nc3ccccc3)N(CCc3c[nH]c4ccccc34)C2=O)ccc1OC(C)C(=O)O (stereo unspecified),-17%,3.4%,i,2%,i,-18%,-4%,0%,-6.6
CC(C)c1ccc(NC(=O)c2ccc(F)c(S(=O)(=O)N3CCN(c4ccccc4F)CC3)c2)cc1,0%,-0.1%,x,x,x,-13%,8%,x,x
COc1cccc2[nH]c3c(N4CCCC(C)C4)ncnc3c12 (stereo unspecified),u,4.1%,i,23%,i,-38%,-6%,-7%,-1.0

# The order is random; about 4.4% have a hit in one of these screens.
